# MPTP block: inhibitors of mitochondrial permeability transition pore. isolated mouse mitochondria, Ca2+ swelling absorbance, 30 min. inhibition, % at 10 µM. actives 1.4% (n = 360,000). AID 602449;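 active = inhibition of 50% or more, scaled per plate between neutral and stimulator controls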;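 also: 0% = DMSO wells given calcium and 100% = 1 mM EGTA wells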
# hIAP inh: blocks human intestinal alkaline phosphatase; P09923; purified IAP, CDP-Star luminescence, 30 min; inhibition, % at 10 µM; actives 0.12% (n = 330,000);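 active = inhibition reaching a set limit with compound at 10 µM in the primary screen, cut at about 35% in these data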;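 also: plate controls were DMSO wells with enzyme for no effect and no-enzyme buffer wells for full effect; values of inactives mirror those of a sister screen read the other way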
# ATG4B inhibitor: blocks human ATG4B protease cleavage of LC3 substrate. Q9Y4P1. ATG4B cleavage of LC3-PLA2, NBD-HPC fluorescence, 1 h. inhibition, % at 8.33 µM. actives 0.51% (n = 340,000); in the data active = inhibition above about 40%
# Target sequence (Q9Y4P1 whole entry, looked up): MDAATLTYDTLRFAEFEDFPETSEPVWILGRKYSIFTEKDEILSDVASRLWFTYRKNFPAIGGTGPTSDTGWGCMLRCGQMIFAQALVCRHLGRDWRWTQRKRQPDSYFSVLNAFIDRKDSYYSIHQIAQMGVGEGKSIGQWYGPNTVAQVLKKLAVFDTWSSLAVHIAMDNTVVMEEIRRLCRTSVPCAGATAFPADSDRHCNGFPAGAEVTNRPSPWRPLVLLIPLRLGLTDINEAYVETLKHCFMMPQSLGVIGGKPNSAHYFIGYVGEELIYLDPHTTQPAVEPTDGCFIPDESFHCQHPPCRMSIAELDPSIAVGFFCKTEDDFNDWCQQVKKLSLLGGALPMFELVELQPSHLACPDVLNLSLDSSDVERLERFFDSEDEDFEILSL
# hIAP act: human IAP activation; P09923; purified human IAP, CDP-Star luminescence, 30 min; stronger effect = higher value; 1 = vehicle-only enzyme, 0 = enzyme-free background; activation factor at 10 µM; actives 0.16% (n = 330,000);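 active = activation factor of the enzyme at least 2-fold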; also: the source names both 10 and 20 µM as test concentration; values of inactives mirror those of a sister screen read the other way
# mIAP activ: mouse IAP activation. muIAP, CDP-Star luminescence, 30 min; stronger effect = higher value; 1 = vehicle-only enzyme signal, 0 = enzyme-free wells. activation factor at 10 µM. actives 0.24% (n = 330,000). AID 2805;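 active = activation factor of at least 2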; also: the source names both 10 and 20 µM as test concentration; values of inactives mirror those of a sister screen read the other way
#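 Assay system: mouse IAP enzyme; Reagent: CDP-Star chemiluminescent phosphatase substrate; Compound: DMSO-dissolved test compounds; Incubation: 30 min, room temperature; Technique: luminescence from enzymatic CDP-Star hydrolysis; Controls: DMSO-only wells and no-enzyme negative control.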
# mIAP block: blocks mouse intestinal alkaline phosphatase. purified mouse IAP, CDP-Star luminescence, 30 min. actives 0.2% (n = 330,000). inhibition, % at 10 µM. AID 2806;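 active = inhibition of at least 40% at 10 µM in the primary screen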;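 also: plate controls were DMSO with enzyme for no effect and no enzyme wells for full effect; values of inactives mirror those of a sister screen read the other way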
# A3G deaminase: blocks human APOBEC3G single-stranded DNA deamination; recombinant A3G, ssDNA deamination FAM/TAMRA fluorescence; inhibition, % at 20 µM; Q9HC16; actives 0.28% (n = 330,000);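 active = inhibition of at least 40% at 20 µM, with no more than 30% in the related APOBEC3A deaminase screen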;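 also: plate controls were DMSO wells with A3G for no effect and wells lacking A3G enzyme for full effect; some compounds called inactive have numbers as strong as hits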
# Target sequence (Q9HC16 whole entry, looked up): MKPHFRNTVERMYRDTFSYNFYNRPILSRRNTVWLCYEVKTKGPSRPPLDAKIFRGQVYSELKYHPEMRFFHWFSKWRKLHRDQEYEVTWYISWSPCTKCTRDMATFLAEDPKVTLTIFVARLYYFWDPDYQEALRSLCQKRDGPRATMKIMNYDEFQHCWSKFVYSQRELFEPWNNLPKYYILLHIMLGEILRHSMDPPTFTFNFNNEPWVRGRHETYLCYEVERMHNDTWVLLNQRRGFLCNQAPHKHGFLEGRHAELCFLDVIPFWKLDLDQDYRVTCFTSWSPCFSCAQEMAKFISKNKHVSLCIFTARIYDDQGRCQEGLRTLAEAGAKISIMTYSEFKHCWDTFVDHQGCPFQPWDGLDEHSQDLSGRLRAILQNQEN
# APOBEC3A inh: blocks human APOBEC3A ssDNA deamination | recombinant A3A, FAM/TAMRA ssDNA deamination fluorescence | inhibition, % at 20 µM | actives 0.41% (n = 330,000) | AID 493011;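 active = at least 40% inhibition at 20 µM here, with at most 30% in a related deaminase screen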;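 also: plate controls were A3A with DMSO for no effect and wells lacking A3A enzyme for full effect; some results filed as inactive read as strong as hits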
# Target sequence (P31941 whole entry, looked up): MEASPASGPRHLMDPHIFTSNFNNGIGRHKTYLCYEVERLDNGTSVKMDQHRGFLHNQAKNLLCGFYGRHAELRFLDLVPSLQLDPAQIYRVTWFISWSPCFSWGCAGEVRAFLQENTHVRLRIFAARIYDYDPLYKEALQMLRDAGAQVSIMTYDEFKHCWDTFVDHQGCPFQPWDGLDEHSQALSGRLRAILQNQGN
# beta cell repl: inducers of beta-cell replication in MIN6 cells | proliferation, % at 10 µM | MIN6 cells proliferation, ATPlite luminescence, 48 h; cells starved in 0.2% serum; 100% = growth in 10% serum | actives 0.29% (n = 330,000);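 active = compounds whose signal lies at least 3.5 SD above the mean of all wells on their plate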;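 also: 0% = DMSO-treated cells in low-serum medium and 100% = 10% serum control; some compounds called inactive have numbers as strong as hits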
# * hit, by the source's call; . = not tested or not shown.
SMILES,MPTP block,hIAP inh,ATG4B inhibitor,hIAP act,mIAP activ,mIAP block,A3G deaminase,APOBEC3A inh,beta cell repl
CCOC(=O)C1CCN(C(=O)c2cc(CN3C(=O)c4ccccc4C3=O)ccc2OCC)CC1,-0.3,4,-10,0.96,0.91,9,-7,3,-4
Cc1ccc(C(=O)Nc2ccccc2C(=O)NCc2cccnc2)cc1,0.3,-47,-6,1.5,0.97,3,-12,-2,0
Cc1ccccc1OCCCCn1cnc2ccccc21,93*,-11,-6,1.1,0.97,3,-1,2,-6
Cc1ccc(S(=O)(=O)Nc2ccc(Nc3ccccc3)cc2)cc1,1.4,-25,-3,1.2,1.1,-7,-3,0,-5
COc1ccccc1C(CC(=O)Nc1ccc(Cl)cc1)c1ccc(OC(C)C)cc1 (centres undefined),25,-28,-2,1.3,3.7*,-268,-3,0,-4
O=C(Cc1ccccc1)N1CCc2[nH]nc(-c3ccccc3)c2C1,-1.4,-20,-5,1.2,0.98,2,-11,-5,-4
O=C(NCC(=O)N(c1ccc2c(c1)OCO2)C(C(=O)NC1CCCC1)c1cccs1)c1ccco1 (centres undefined),-0.6,18,-2,0.82,1,0,4,3,1
O=C(Nc1cccc2c1CCCC2)c1ccccc1F,1.6,-16,-2,1.2,0.96,4,2,-7,-2
CC1CCC2C(=O)N(c3cccc(C(=O)Nc4ccc(F)cc4)c3)C(=O)C2C1 (centres undefined),0.6,0,-4,1,1,-3,-9,-2,-1
COc1cc(C(=O)NC(=S)Nc2cccc3nc(C)ccc23)cc(OC)c1OC,6.9,7,1,0.93,0.91,9,-1,-2,-1
Cc1cc(C)c2c(CN3CCOCC3)cc(=O)oc2c1C,1.6,-2,-2,1,1.1,-5,-6,-3,-1
C[C@@H](O)C1NC(=O)[C@H](CCCCN)NC(=O)c2cc([N+](=O)[O-])cc(I)c2OCC[C@@H](C(N)=O)NC1=O (some centres undefined),-0.3,-6,2,1.1,0.9,10,2,35,-6
N#CC1=C(N)N(c2ccccc2)C(c2cccc([N+](=O)[O-])c2)C1(C#N)C#N (centres undefined),-2.7,7,4,0.93,0.81,19,-11,-8,0
Cc1cccc(C(=O)Nc2nnc(S(=O)(=O)N(C)Cc3ccco3)s2)c1,-0.7,16,-4,0.84,0.91,10,0,-1,-4
CC(=O)Nc1ccc(NC(=S)NC(=O)C2CC2)cc1,-0.6,1,3,0.99,0.97,3,-5,-6,2
C=CC[n+]1c(C)csc1Nc1cccc(Br)c1,2.2,11,15,0.89,1,-2,-9,-4,-2
Cc1ccc(NC(=O)Cn2cc(C(=O)C3CC3)c3ccccc32)c(C)c1,-2.4,-9,-1,1.1,1.1,-13,-7,-5,0
Cc1cc(N/N=C/c2ccccc2O)nc(N2CCOCC2)n1,1.9,-10,0,1.1,1,-4,-3,3,0
CCOC(=O)C1=C(C)N(C)C(=O)NC1c1ccc2c(c1)OCO2 (centres undefined),-1.1,4,-10,0.96,0.93,7,-2,0,-2
O=C1C(=O)N(Cc2cccnc2)C(c2ccccn2)/C1=C(/O)c1ccccc1 (centres undefined),0.5,10,0,0.9,1,-2,-3,-3,0
CN(CCCC(=O)O)c1ccc(N=Nc2ccc([N+](=O)[O-])cc2)cc1,36,47*,1,0.53,0.62,38,18,12,-3
COc1ccc(C(=O)On2c(-c3ccc(Br)cc3)nc3ccccc3c2=O)cc1,8.9,-6,56*,1.1,0.92,8,-3,-3,-6
Nc1ccc(SCc2cccnc2)cc1,-0.2,16,1,0.84,1,-3,2,-5,0
CCCCC(=O)Nc1ccc(NC(=O)C2CC2)cn1,0.7,6,-17,0.94,1,-2,-4,-2,0
COc1cc(/C=C/C(=O)c2ccc3c(c2)OCCO3)cc(Br)c1OCC(=O)N(C)C,0.1,-7,-7,1.1,1,-2,-4,1,-4
CC(C)Oc1ccccc1/C=N/NC(=O)c1ccccc1Cl,0.5,-12,-8,1.1,1.1,-5,-5,-3,2
CCc1c(C)c2ccc(OCC(=O)OC(C)C)c(C)c2oc1=O,38,-9,15,1.1,1.1,-10,-6,-1,-6
CCn1c(SCC(=O)N2CCCCCC2)nc2ccccc2c1=O,0.9,7,-9,0.93,0.97,3,-1,0,-4
O=C(Cc1ccccc1)NCC(=O)OCC(=O)c1ccc(F)cc1,0.9,20,-8,0.8,1.1,-6,12,7,7
O=S(=O)(c1cc(C(F)(F)F)ccc1Cl)N1CCCCCC1,0.5,14,5,0.86,0.86,14,-1,0,-3

# 3 compounds out of the list, arranged by count of non-hydrogen atoms, largest number first.
SMILES,MPTP block,hIAP inh,ATG4B inhibitor,hIAP act,mIAP activ,mIAP block,A3G deaminase,APOBEC3A inh,beta cell repl
CN(CCCC(=O)O)c1ccc(N=Nc2ccc([N+](=O)[O-])cc2)cc1,36,47*,1,0.53,0.62,38,18,12,-3
CCn1c(SCC(=O)N2CCCCCC2)nc2ccccc2c1=O,0.9,7,-9,0.93,0.97,3,-1,0,-4
Nc1ccc(SCc2cccnc2)cc1,-0.2,16,1,0.84,1,-3,2,-5,0

# New compounds follow.
SMILES,MPTP block,hIAP inh,ATG4B inhibitor,hIAP act,mIAP activ,mIAP block,A3G deaminase,APOBEC3A inh,beta cell repl
CC(C)(C)C(=O)Nc1nc2c(s1)CN(Cc1ccccc1)CC2,0.5,-9,-12,1.1,1,-2,-1,-1,-5
CC(C)c1c(O)nc(SCC(=O)Nc2ccc3c(c2)CCC3)[nH]c1=O,1.3,5,-5,0.95,1.1,-7,-7,-6,-2
COc1ccc(NC(=O)C2Cc3ccccc3C(=O)O2)cc1 (centres undefined),0.3,3,-6,0.97,0.97,3,1,0,-1
O=C(C1=C[C@H](c2ccccc2)C[C@H](OCCCCO)O1)N1CCOCC1,-2.1,-5,3,1,1.1,-5,-5,-4,-4
CC12CCC(C(=O)NCc3ccco3)(OC1=O)C2(C)C (centres undefined),-1.3,-5,-6,1.1,1.2,-16,-1,0,0
COc1ccc(CCN2C(=S)N(c3ccccc3)C(=O)C2CC(=O)O)cc1OC (centres undefined),-1.7,-14,-6,1.1,0.94,6,-1,0,1
Cc1ccc(C#N)c(SCc2cccc(Br)c2)n1,4.8,-45,-11,1.5,0.82,18,-4,-4,5
COc1cc(/C=N/NC(=O)c2csc3c2CCCC3)ccc1OCCN1CCOCC1,-1.7,-35,-7,1.3,1,-2,-3,0,0
CCOc1ccc(NC(=O)CN2C(=O)NC3(CCCCCC3)C2=O)cc1,-0.5,9,-7,0.91,0.93,7,-10,-4,-1
COc1cc(/C=C2/C(=N)N3C=CSC3=NC2=O)ccc1OCCCOc1c(C)cccc1C,-1.3,-1,49*,1,1.1,-6,16,-6,-4

# Nothing new here: two of the compounds above.
SMILES,MPTP block,hIAP inh,ATG4B inhibitor,hIAP act,mIAP activ,mIAP block,A3G deaminase,APOBEC3A inh,beta cell repl
O=C(C1=C[C@H](c2ccccc2)C[C@H](OCCCCO)O1)N1CCOCC1,-2.1,-5,3,1,1.1,-5,-5,-4,-4
CC12CCC(C(=O)NCc3ccco3)(OC1=O)C2(C)C (centres undefined),-1.3,-5,-6,1.1,1.2,-16,-1,0,0

# (list continues)
SMILES,MPTP block,hIAP inh,ATG4B inhibitor,hIAP act,mIAP activ,mIAP block,A3G deaminase,APOBEC3A inh,beta cell repl
CCOC(=O)c1sc(NC(=O)C2=COCCO2)c(C#N)c1C,-0.4,3,-1,0.97,0.86,14,27,-1,-2
COc1ccc(OC)c(CCNC(=O)Cn2nc(C)c3c(C)n(-c4ccccc4)nc3c2=O)c1,1.2,-18,-5,1.2,1,-3,-6,1,-1
COc1ccccc1CN1CCC(CNS(=O)(=O)c2cc(-c3onc(C)c3C)ccc2OC)CC1,5.5,-6,-11,1.1,0.89,11,-4,-3,-7
O=C(NNC(=O)c1cccc2ccccc12)c1ccc2c(c1)OCO2,3.4,-33,0,1.3,1.1,-6,-7,-1,-2
CCCn1cnc2cc(NCc3cccc(OC)c3O)ccc21,2.9,-5,-9,1,0.98,2,-2,0,1
CCN(C[C@H]1N[C@@](Cc2ccccc2)(C(=O)OC)[C@H]2C(=O)N(C)C(=O)[C@@H]12)C(=O)COc1ccccc1,-0.3,-4,-8,1,0.94,6,-2,1,2
Cc1nc2cc(C)c(C)cc2s1,0.0,-15,8,1.2,1,-4,-6,5,-1
COc1ccccc1NC(=O)COC(=O)c1c[nH]c(=O)[nH]c1=O,1.4,10,6,0.9,0.94,6,-6,2,1
COC(=O)c1sccc1NC(=O)CSCCc1ccncc1,2.4,-1,-2,1,0.99,1,-6,-2,0
COC(=O)C[C@H](NC(=O)Cn1cnc2c(OCc3ccccc3)ncnc21)C(=O)OC,-1.2,-7,.,1.1,0.99,0,-5,-2,0
COc1ccc(-c2cc(C(F)(F)F)n3nc(C(=O)NCc4ccco4)cc3n2)cc1OC,-0.3,11,-5,0.89,1,-4,-1,2,-1
CN(C)S(=O)(=O)Nc1ccc(NS(=O)(=O)N(C)C)c(S(=O)(=O)c2ccccc2)c1,-2.2,-33,7,1.3,1.1,-7,-5,-3,-2
CCCCc1ccc(N2C(=NC(=O)C3CCCO3)SC3CS(=O)(=O)CC32)cc1 (centres undefined),-1.9,-12,-2,1.1,1,0,-5,-3,2
Cc1ccc(C)c(-c2cc(C(=O)NC3CC3)c3ccccc3n2)c1,-1.1,-24,1,1.2,0.93,8,-1,1,-1
NS(=O)(=O)c1ccc(N/C=C\C(=O)c2ccncc2)cc1,0.0,-1,-1,1,0.97,3,-5,-1,-1
O=C(c1ccc(CS(=O)Cc2ccc(Cl)cc2)o1)N1CCN(c2ccc(F)cc2)CC1 (centres undefined),1.1,8,-12,0.92,1,-4,-13,-7,1
COC(=O)c1ccc(/C=C(\C#N)C(=O)NC(C)c2ccccc2)cc1 (centres undefined),3.3,2,1,0.98,1.1,-9,-1,2,-5
Oc1c(Cl)cc(Cl)cc1C=Nc1ccc2c(c1)OCCO2,3.0,5,48*,0.95,1,0,-1,0,-3
Nc1cc(=O)[nH]c(SCC(=O)Nc2ccc([N+](=O)[O-])cc2)n1,4.0,0,-11,1,0.94,6,0,4,-2
CC(C)(C)CN1C(=O)C(=O)NC[C@H]1Cc1ccc(O)cc1,-1.0,7,-9,0.93,1,-1,-12,-1,-3
CCOc1ccc(CCNC(=O)C2CCCN(S(=O)(=O)N3CCOCC3)C2)cc1OCC (centres undefined),1.3,10,0,0.9,0.89,11,3,1,0
CCOC(=O)C1=C(C)OC(N)=C(C(=O)OCC)C1c1ccncc1 (centres undefined),0.1,-4,1,1,1,-4,-3,-1,-2
CC(C)CNS(=O)(=O)c1ccc(C(=O)Nc2ccc3c(c2)OCO3)cc1,0.5,4,-2,0.96,1,-5,3,3,1
COc1cccc(CN2CCN(C(=O)c3cccs3)CC2)c1OC,13,-5,-5,1,1,0,-4,-2,-1
CCc1nc2nc(C)cc(Nc3cccc(C(F)(F)F)c3)n2n1,-0.1,14,-8,0.86,1,-4,-5,-3,-2
Cc1ncc(CO)c(/C=N/N=C/c2ccccc2O)c1O,-0.8,-6,3,1.1,0.94,6,-11,5,0
CCN1C(=O)CC(N2CCC(c3nc4ccccc4[nH]3)CC2)C1=O (centres undefined),3.7,4,-14,0.96,0.9,10,-4,1,-3
O=C(NCCc1ccccc1)C1c2ccccc2C(=O)N1C1CC1 (centres undefined),-0.1,8,-4,0.92,1.1,-8,-6,-5,-1
CC(=O)Nc1ccc(C(=O)COC(=O)c2cc(C)oc2C)c(F)c1,0.0,5,-2,0.95,1,0,-4,1,-3
CCOc1ccccc1OC(=O)CN1C(=O)c2ccccc2C1=O,-1.3,-1,-9,1,1,0,-4,-2,0
COc1cc2ncnc(NCc3ccc(F)cc3)c2cc1OC,-0.2,-15,1,1.2,0.98,2,-8,1,0
COc1ccc(C(=O)N2CCOC2CNC(=O)C(=O)NCc2ccco2)cc1 (centres undefined),0.3,6,2,0.94,1,-5,-4,-2,0

# High-throughput results as filed in PubChem.
